GLP-1R inv ag: inverse agonists of human GLP-1 receptor | P43220 | HEK293 GLP-1R CRE-luciferase, luminescence, 24 h; GLP-1R form is constitutively active | Potency, µM (series often up to 38.3 µM), for inactives: at the top dose activity change, negative = inhibition, usual class: inhibitors | 1.6% of 410,000 active; note: % is set by controls: 0 for no effect and ±100 for the full control effect; nearly all actives have a fitted effect of over 55% in size
Target sequence (P43220 whole entry, looked up): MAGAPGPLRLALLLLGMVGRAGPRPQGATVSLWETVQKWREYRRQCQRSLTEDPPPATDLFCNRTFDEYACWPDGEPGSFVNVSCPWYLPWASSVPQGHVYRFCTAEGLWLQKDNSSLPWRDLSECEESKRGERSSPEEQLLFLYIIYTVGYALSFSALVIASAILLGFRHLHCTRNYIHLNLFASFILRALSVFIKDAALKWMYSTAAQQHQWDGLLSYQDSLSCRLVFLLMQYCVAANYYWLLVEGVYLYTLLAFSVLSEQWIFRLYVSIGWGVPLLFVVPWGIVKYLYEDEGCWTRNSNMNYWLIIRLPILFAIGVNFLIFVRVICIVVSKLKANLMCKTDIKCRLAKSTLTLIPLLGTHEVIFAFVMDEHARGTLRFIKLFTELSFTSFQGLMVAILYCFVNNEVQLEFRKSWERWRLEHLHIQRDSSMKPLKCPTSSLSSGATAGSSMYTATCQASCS
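Using stably transfected HEK293 (constitutively active GLP-1R, cAMP-luciferase reporter), compounds were incubated 24 hr and luciferase measured by luminescence.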
KB-3-1 tox: kills parental KB-3-1 adenocarcinoma cells; KB-3-1 viability, CellTiter-Glo ATP luminescence, 72 h; Potency, µM (doses to about 46.1 µM), inactives show top-dose activity change, negative = cytotoxic, actives largely listed as cytotoxic; 1.4% of 400,000 active; AID 1347075; note: % is set by controls: 0 for no effect and ±100 for the full control effect; nearly all actives have a fitted effect of over 60% in size
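72 h, 37 °C compound treatment of KB-3-1 parental cells; CellTiter-Glo added, 10 min, luminescence read. Data corrected against DMSO-only plates and normalized before curve fitting.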
HT1080-NT tox: kills 2HG-producing HT-1080-NT fibrosarcoma cells. Potency, µM (titrated, usually from 46.1 µM), for the others: at the highest dose activity, negative = less viability, actives largely listed as cytotoxic. 1.6% of 360,000 active. HT-1080-NT fibrosarcoma viability, CellTiter-Glo ATP luminescence, 48 h;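 note: NT is the 2HG producing partner of a matched IDH1 knockdown line; 0% = DMSO-treated cells and -100% = media-only wells without cells; nearly all actives have a fitted effect of over 55% in size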
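Fibrosarcoma NT cells, 750 per well in 5% FBS RPMI, were exposed to compound for 48 hours. Viability: CellTiter-Glo luminescence.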
HT1080 IDH1KD tx: kills HT-1080 cells with IDH1 knockdown. HT-1080 IDH1 knockdown viability, ATP luminescence, 48 h. Potency, µM (series often up to 46.1 µM), for inactives: top-dose activity, negative = toxicity, hits mostly cytotoxic. 2% of 360,000 active;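 note: 0% = DMSO wells and -100% = cell-free medium wells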
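CellTiter-Glo luminescence after 48 h compound exposure at 37 degrees C of IDH1-knockdown HT-1080 cells in 5% FBS RPMI. %Activity scaled between DMSO wells and cell-free media wells, with curves fitted and assigned curve classes.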
GLP1R ag: activates the human GLP-1 receptor | 0.007% of 380,000 active | Potency, µM (highest dose often 45.6 µM), for inactives: at the top dose activation, most hits filed as activators | HEK293 GLP-1R CRE-luciferase, luminescence, 4-6 h; cells express a hypersensitive GLP-1R form | AID 624172 | P43220; note: % of control where 0% means no effect
KB-V1 cytotox: kills drug-selected multidrug resistant KB-V1 cells; KB-V1 MDR cells viability, CellTiter-Glo, 72 h; Potency, µM (top dose mostly 46.1 µM), for inactives: at the highest dose activity change, negative = cytotoxicity, hits mostly cytotoxic; 3.4% of 400,000 active; note: % is set by controls: 0 for no effect and ±100 for the full control effect; nearly all actives have a fitted effect of over 60% in size
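Drug-selected KB-V1 cells, grown in DMEM lacking phenol red with 10% FBS, receive compound titrations; after three days at 37 degrees C, surviving cell ATP is quantified by CellTiter-Glo luminescence and responses normalized and curve-fitted.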
GLP1R cytotox: cytotoxicity counter-screen for GLP-1 receptor inverse agonists; 0.13% of 410,000 active; HEK293 cAMP-luciferase reporter cells, luminescence, 24 h; Potency, µM (highest dose often 38.3 µM), inactives show top-dose activity change, negative = inhibition, usual class: inhibitors; AID 624418;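 note: loss of luciferase light is scored as toxicity; % is set by controls: 0 for no effect and ±100 for the full control effect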
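MLSMR compounds, 24 hr on cells at 37 deg C/5% CO2; luminescence after luciferase reagent (12 min RT). Inhibition counted as the undesired cytotoxic outcome.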
TDP-43 yeast inh: TDP-43 toxicity inhibition in yeast; 1.8% of 410,000 active; Potency, µM (top dose mostly 46.1 µM), inactives show at the highest dose growth rescue (activation), usual class: activators; TDP-43 expressing yeast growth rescue, BacTiter-Glo, 24 h; note: % of control where 0% means no effect; nearly all actives have a fitted effect of over 50% in size
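Readout is BacTiter-Glo luminescence of cell growth, so inhibitors register as activators. TDP-43-expressing yeast at OD600=0.02 in galactose medium, after raffinose pregrowth to mid-log, were incubated with compound for 24 hr at 30 deg C.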
SW480 rerep: inducers of DNA re-replication in SW480 colon cancer cells; Potency, µM (top dose mostly 46.1 µM), without a hit: top-dose re-replication activation, most hits filed as activators; SW480 DNA re-replication, Hoechst DNA content imaging, 48 h; 1.8% of 340,000 active; note: % of control where 0% means no effect; nearly all actives have a fitted effect of over 55% in size
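Hoechst fluorescence of nuclei (405 nm excitation, 500-530 nm emission) measured by plate-scanning imager after 48 hr compound exposure at 37 C; re-replication scored as increased number of nuclei with elevated intensity.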
Numbers without * were called inactive; ? = inconclusive; / = not tested or not shown; & = joins results of further samples; [ ] = dose if it differs, or a comment. Calls come from the whole dose curve; as a rule, active = well fitted curve in the direction sought with a large enough effect; inconclusive = small, poorly fitted or top-dose-only effect, or another doubt; inactive = no such curve, though single readings can be large; an effect the other way counts as inactive or inconclusive. Potency is the fitted concentration of half-maximal effect. Random draw from the library, and some 9.4% of all compounds hit somewhere here.

compound	GLP-1R inv ag	KB-3-1 tox	HT1080-NT tox	HT1080 IDH1KD tx	GLP1R ag	KB-V1 cytotox	GLP1R cytotox	TDP-43 yeast inh	SW480 rerep
Oc1c(CN2CCOCC2)cc(CN2CCOCC2)cc1CN1CCOCC1	11%	1%	0%	12%	-7%	-5%	-6%	20%	-4%
CCC(=O)Nc1cc2c3c(c1)CCC(=O)N3CCC2	9%	2%	0%	0%	-1%	24%	-43%	17%	-9%
Cc1c(NC(=O)Nc2ccccc2)c(=O)n(-c2ccccc2)n1C	11%	6%	5%	16%	1%	?	-2%	-11%	-1%
O=C(COC(=O)/C=C/c1ccc(Br)o1)NC1CCCCC1	22%	5%	14%	4%	4%	?	21%	22%	-7%
COc1cc(OC)cc(C(=O)N2CCN(Cc3ccccc3Br)CC2)c1	?	2%	7%	1%	10%	0%	-6%	2%	-26%
COc1ccc(OC)c(C(O)c2ncc(-c3ccc(C(F)(F)F)cc3)[nH]2)c1 (stereo not drawn)	?	0%	-16%	-9%	5%	2%	-9%	0%	/
O=C(CN1C(=O)CSC1=O)Nc1ccccc1N1CCOCC1	2%	5%	11%	6%	-10%	7%	-18%	3%	2%
Fc1ccc2c(c1)/C(=N/Nc1ccccn1)CCS2	?	4%	-22%	-13%	7%	1%	?	10%	5%
Cc1ccc(-n2cccc2/C=C2/C(=N)N3C(=NC2=O)SN=C3S(C)(=O)=O)cc1	-4%	-17%	-5%	8%	1%	2%	0%	12%	-3%
COc1ccc(N2CCN(CC(=O)NC(C)c3ccccc3)CC2)cc1 (stereo not drawn)	?	15%	13%	10%	15%	?	-3%	-11%	1%
CN(C)S(=O)(=O)c1ccc2oc(SCC(=O)Nc3ccccc3F)nc2c1	19%	-15%	-6%	-8%	-5%	2%	4%	-7%	26%
Cc1ccc(N=Nc2ccc(O)c3ncccc23)cc1C	?	?	?	?	-1%	5%	6%	28µM*	?
CC(C)CCN(C(=O)CNC(=O)c1ccco1)C(C(=O)NC1CCCCC1)c1cccnc1 (stereo not drawn)	7%	-7%	0%	-9%	3%	-17%	-6%	14%	-3%
O=C(CCCCn1c(=O)c2ccccc2n(CC(=O)Nc2ccc(F)cc2)c1=O)NCc1ccco1	0%	-1%	-2%	-8%[9.24 µM]	0%	?	-4%	3%	14%
O=c1c2cccnc2n(Cc2ccccc2F)c(=O)n1Cc1ccc(F)cc1	?	?	/	/	/	?	3%	7%	/
CC(C)(C)c1nnc2sc(SCC(=O)N3CCCCC3)nn2c1=O	-15%	16%	1%	6%	-1%	-1%	-15%	6%	-4%
CCc1ccc(S(=O)(=O)Nc2c(C)nc3nc[nH]n3c2=O)cc1	10%	-4%	-1%	18%	4%	-8%	18%	-10%	9%
Cc1ccccc1S(=O)(=O)Cc1ccc(C(=O)N2CCN(c3ccccc3F)CC2)o1	?	-1%	-8%	-4%	17%	?	-16%	?	-1%
COCCNC(=O)c1cc(S(=O)(=O)N(C)c2ccccc2OC)ccc1C	11%	-3%	12%	-2%	2%	-10%	-3%	-25%	-6%
CC1(C(=O)NS(=O)(=O)Cc2ccccc2)CCN1C(=O)c1ccc(C2CCCCC2)cc1 (stereo not drawn)	14%	0%	1%	1%	-6%	-1%	2%	20µM*	/
COC(=O)c1ccc(Cl)cc1NC(=O)Nc1nnc(N2CCCC2)s1	9%	12%	/	/	/	13%	2%	24%[9.22 µM]	/
O=C(COC(=O)C12CC3CC(CC(O)(C3)C1)C2)Nc1cccc(Br)c1	?	8%	1%	0%	1%	27%	7%	18%	0%
COC(=O)c1sc(N(C)C)c(C#N)c1-c1ccccc1	4%	2%	15%	7%	10%	?	1%	-2%	0%
COc1ccccc1CNC(=O)C(NC(=O)C1CCCCC1)C(C)C (stereo not drawn)	-13%	15%	16%	?	2%	-1%	-12%	-7%	-1%
Cc1cc2oc(C(=O)Nc3ccc(S(=O)(=O)Nc4ncccn4)cc3)cc(=O)c2cc1C	10%	6%	/	/	/	-4%	-1%	-5%	/
Cc1ccc(S(=O)(=O)N(CC(=O)Nc2ccc(C)cc2C)C(=O)N2CCN(C)CC2)cc1	15%	1%	7%	10%	0%	?	-14%	-23%	-55%[inhibitor]
CC(C)c1ccc(CNC(=O)C2CC(=O)N(C3CCCCC3)C2)cc1 (stereo not drawn)	0%	/	-1%	-3%	-3%	/	12%	10%	-2%
O=C(/C=C/c1ccccc1)NC(=S)Nc1ccc(CN2CCOCC2)cc1	?	-16%	?	?	1%	?	?	-15%	?
CCCCC1CCC(C(=O)NC2CCS(=O)(=O)C2)CC1 (stereo not drawn)	2%	1%	2%	-3%	-5%	-13%	57%[activator]	-8%	8%
O=C(CCc1ccccc1)Nc1cccnc1Cl	22%	12%	26%	?	14%	0%	-18%	-18%[1.82 µM]	0%
CC1=C(C(=O)OC(C)C)C(c2ccsc2)NC(=O)N1C (stereo not drawn)	0%	1%	-1%[9.24 µM]	-4%	-14%	7%	11%	-16%	-7%
O=C(CSc1ncnc2c1cnn2Cc1ccccc1)Nc1ccc2c(c1)OCCO2	8%	-16%	4%	7%	2%	-11%	-6%	-8%	-6%
c1ccc2c(c1)ccn2CCCN1CCCCC1	5%	22%	9%	13%	-2%	-17%	-8%	-14%	0%
COc1ccccc1CCN=C(N)NS(=O)(=O)c1ccc(F)cc1	3%	-22%	5%	25%	-1%	?	1%	10%	?
CCOC(=O)C1(Cc2cccc(F)c2)CCN(Cc2cnc(C)s2)CC1	?	-6%	-4%	0%	10%	?	-1%	-13%	-1%
c1ccc2[nH]c(-c3ccnc4ccccc34)nc2c1	17%&0%	14%&-2%	2%&4%	-1%&-1%	7%&-10%	-2%&16%	-15%&-3%	12%&1%	0%&-14%
COC(=O)c1ccccc1NC(=O)c1cccs1	17%	-3%	1%	0%	0%	0%	-3%	?	-2%
O=C(CCC(=O)OCc1ccc(Cl)cc1)Nc1cccc([N+](=O)[O-])c1	6%	3%	4%	11%	-6%	0%	1%	?	-3%
CCC(C)C(NC(N)=O)C(=O)Nc1ccc(S(=O)(=O)Nc2ccc(OC)cc2)cc1 (stereo not drawn)	4%	-4%	-17%	-15%	2%	8%	-2%	-11%	-6%
NC(=O)CSc1nnc(Cn2c(=O)sc3ccccc32)n1-c1cccc(Cl)c1	2%	-12%	-7%[9.24 µM]	-18%	0%	1%	-7%	-12%	-4%
CCOC(=O)N1CCN(c2ncc3c(n2)CC(c2ccc(OC)c(OC)c2)CC3=O)CC1 (stereo not drawn)	5%	?	/	/	-5%	4.1µM*	3%	13%	/
CCc1ccc(NC(=O)N(Cc2cccnc2)Cc2ccco2)cc1	8%	-17%	11%	-14%	2%	15µM*	3%	-9%	-5%
CS(=O)(=O)c1ccc(S(=O)(=O)N2CCN(C(=O)C(O)c3ccccc3)CC2)cc1 (stereo not drawn)	-1%	1%	22%	9%	/	3%	-14%	0%	/
Cc1sc(N)c(C(=O)c2ccccc2Cl)c1C	?	14%	5%	-3%	7%	16%	-4%	?	0%
O=c1oc2ccccc2n1CCn1c2ccccc2c2nc3ccccc3nc21	2%	-17%	2%	4%	-8%	-13%	-8%	12%	?
Cc1ccccc1-n1c2nc(=O)[nH]c(=O)c-2cc2c(Cl)cccc21	?	-8%	/	/	/	-4%	-4%	3.5µM*	/
CC1CCCCN1S(=O)(=O)c1ccc2c(c1)CCN2C(=O)C1CC1 (stereo not drawn)	55%[activator]	-13%	-1%	-13%	25%	13%	5%	23%	5%
O=C(NCC1(c2ccccc2)CCCC1)C(=O)NCC1(c2ccccc2)CCCC1	32%[activator]	-7%	12%	7%	-3%	-19%	-6%	-4%	-7%

3 of the entries above in order of their number in SW480 rerep, smallest number first:
compound	SW480 rerep
COc1cc(OC)cc(C(=O)N2CCN(Cc3ccccc3Br)CC2)c1	-26%
O=C(COC(=O)/C=C/c1ccc(Br)o1)NC1CCCCC1	-7%
COc1ccccc1CNC(=O)C(NC(=O)C1CCCCC1)C(C)C (stereo not drawn)	-1%

The list continues:
compound	GLP-1R inv ag	KB-3-1 tox	HT1080-NT tox	HT1080 IDH1KD tx	GLP1R ag	KB-V1 cytotox	GLP1R cytotox	TDP-43 yeast inh	SW480 rerep
CCOc1ccc(NC(=O)CCNC(=O)Cn2ccc3ccccc3c2=O)cc1	9%	11%	4%	2%	6%	5%	5%	4%	-12%
Cc1ccc(NC(=O)c2ccc(N3C(=O)C4CC=C(Cl)CC4C3=O)cc2)cc1 (stereo not drawn)	?	-3%	0%	-5%	-6%	6%	-7%	-8%	4%
CN=C1SC(C(=O)Nc2ccccc2Cl)CC(=O)N1c1ccc(OC(F)(F)Cl)cc1 (stereo not drawn)	9%	17%	3%	19%	5%	5%	15%	-3%	-1%
CC1CCCCC1NC(=O)C1CCN(S(=O)(=O)c2ccc3c(c2)CCC(=O)N3)CC1 (stereo not drawn)	17%	13%	0%	1%	-2%	8%	7%	16%	4%
Cc1cc(N/N=C/c2ccccc2F)nc(NCc2ccccc2)n1	?	-1%	-7%	-4%	-1%	-20%	1%	-12%	-7%
N#Cc1ccc(NC(=O)COC(=O)c2cccnc2Cl)cc1	5%	0%	0%	12%	3%	-2%	-5%	12%	-4%
O=C(CN1C(=O)CCS(=O)(=O)c2ccccc21)NCCc1ccccc1	4%	10%	-7%	11%	-2%	5%	-2%	12%	-8%
COc1ccc(OCC(=O)Nc2cccc3ncccc23)cc1	3%	-5%	9%	6%[9.24 µM]	-3%	?	5%	?	-8%
Cc1ccc(OCCOCCN2CCN(C)CC2)c([N+](=O)[O-])c1	-20%	0%	0%	0%	0%	16%	-14%	-5%	-1%

Screens deposited in PubChem by National Center for Advancing Translational Sciences (NCATS).
